# BLM helicase inh = Bloom syndrome helicase (human) inhibition; P54132; recombinant BLM DNA unwinding, fluorescence dequenching; Potency, µM (doses to about 56.1 µM), for the others: at the highest dose activity change, negative = inhibition, actives largely listed as inhibitors; actives 0.2% (n = 350,000);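 note: plate controls were vehicle for no effect and no enzyme for full effect; nearly all actives have a fitted effect of over 35% in size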
# BAZ2B inh = inhibitors of human BAZ2B bromodomain | Q9UIF8 | AlphaScreen BAZ2B-H3K14Ac peptide displacement | Potency, µM (top dose mostly 114 µM), for inactives: at the highest dose activity change, negative = inhibition, actives largely listed as inhibitors | actives 4.4% (n = 360,000) | AID 504333; note: % is set by controls: 0 for no effect and ±100 for the full control effect; nearly all actives have a fitted effect of over 60% in size
# Target sequence (Q9UIF8 whole entry, looked up): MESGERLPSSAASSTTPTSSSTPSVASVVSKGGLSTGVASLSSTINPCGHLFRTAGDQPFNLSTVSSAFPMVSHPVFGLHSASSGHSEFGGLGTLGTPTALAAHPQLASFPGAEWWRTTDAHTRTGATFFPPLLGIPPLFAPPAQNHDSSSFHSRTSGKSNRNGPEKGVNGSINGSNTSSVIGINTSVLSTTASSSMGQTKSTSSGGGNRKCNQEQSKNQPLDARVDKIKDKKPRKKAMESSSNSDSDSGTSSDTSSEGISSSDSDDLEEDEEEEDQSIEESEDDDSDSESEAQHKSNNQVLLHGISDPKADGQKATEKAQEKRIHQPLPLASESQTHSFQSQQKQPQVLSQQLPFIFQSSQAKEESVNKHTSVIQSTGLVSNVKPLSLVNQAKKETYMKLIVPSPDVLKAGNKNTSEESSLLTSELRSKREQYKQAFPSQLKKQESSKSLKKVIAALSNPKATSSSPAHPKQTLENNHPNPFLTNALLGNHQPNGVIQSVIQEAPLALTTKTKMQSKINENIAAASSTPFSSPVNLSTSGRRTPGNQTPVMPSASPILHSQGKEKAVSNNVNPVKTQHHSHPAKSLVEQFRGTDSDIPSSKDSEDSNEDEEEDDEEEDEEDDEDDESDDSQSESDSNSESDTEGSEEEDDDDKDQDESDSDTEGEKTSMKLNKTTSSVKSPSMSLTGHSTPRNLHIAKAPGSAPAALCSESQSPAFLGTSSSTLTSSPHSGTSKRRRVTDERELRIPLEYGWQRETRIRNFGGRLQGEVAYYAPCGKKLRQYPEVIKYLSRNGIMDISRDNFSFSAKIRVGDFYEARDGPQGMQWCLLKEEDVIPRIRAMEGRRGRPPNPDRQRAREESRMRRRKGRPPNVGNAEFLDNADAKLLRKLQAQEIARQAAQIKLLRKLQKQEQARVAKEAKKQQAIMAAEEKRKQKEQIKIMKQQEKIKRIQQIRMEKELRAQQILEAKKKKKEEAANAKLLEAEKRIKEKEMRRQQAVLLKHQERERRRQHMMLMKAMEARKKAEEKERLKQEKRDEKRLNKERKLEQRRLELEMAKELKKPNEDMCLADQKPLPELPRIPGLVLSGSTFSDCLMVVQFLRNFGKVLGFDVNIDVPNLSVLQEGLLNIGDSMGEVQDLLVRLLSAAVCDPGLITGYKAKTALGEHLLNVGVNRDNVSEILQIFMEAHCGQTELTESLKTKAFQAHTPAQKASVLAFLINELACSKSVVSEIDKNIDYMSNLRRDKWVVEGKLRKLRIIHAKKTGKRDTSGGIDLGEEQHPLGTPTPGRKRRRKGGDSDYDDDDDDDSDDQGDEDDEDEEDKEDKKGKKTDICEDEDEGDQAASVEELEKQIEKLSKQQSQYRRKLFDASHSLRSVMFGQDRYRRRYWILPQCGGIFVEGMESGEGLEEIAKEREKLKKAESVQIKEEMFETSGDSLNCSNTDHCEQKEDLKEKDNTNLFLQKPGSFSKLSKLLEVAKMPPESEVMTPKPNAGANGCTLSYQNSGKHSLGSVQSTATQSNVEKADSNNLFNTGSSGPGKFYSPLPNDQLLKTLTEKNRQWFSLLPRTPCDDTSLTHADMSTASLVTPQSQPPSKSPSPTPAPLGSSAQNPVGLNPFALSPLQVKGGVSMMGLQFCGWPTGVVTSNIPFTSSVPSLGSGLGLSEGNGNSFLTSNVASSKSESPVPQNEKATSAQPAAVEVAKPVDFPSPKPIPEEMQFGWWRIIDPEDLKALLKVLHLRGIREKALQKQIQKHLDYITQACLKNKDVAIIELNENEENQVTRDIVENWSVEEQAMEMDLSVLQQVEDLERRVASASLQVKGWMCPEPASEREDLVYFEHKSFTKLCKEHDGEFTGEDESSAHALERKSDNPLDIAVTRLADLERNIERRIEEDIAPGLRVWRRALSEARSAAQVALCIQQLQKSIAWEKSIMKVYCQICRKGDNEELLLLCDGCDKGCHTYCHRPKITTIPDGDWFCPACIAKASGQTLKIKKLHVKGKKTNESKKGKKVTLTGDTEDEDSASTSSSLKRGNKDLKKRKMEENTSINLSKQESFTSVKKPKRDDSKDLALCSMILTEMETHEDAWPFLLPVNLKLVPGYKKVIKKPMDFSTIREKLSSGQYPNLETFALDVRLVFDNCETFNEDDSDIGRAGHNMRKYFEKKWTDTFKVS
#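 Compounds, titrated to a top concentration of 110 uM, were incubated 30 min at room temperature with preformed BAZ2B/acetyl-K14 H3 peptide complex (50 nM each). Proximity signal was measured by AlphaScreen after 20 min with beads.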
# Pol beta inh = inhibitors of human DNA polymerase beta; P06746; Pol beta primer extension/strand displacement, fluorescence kinetic; Potency, µM (series often up to 114 µM), inactives show top-dose activity change, negative = inhibition, actives largely listed as inhibitors; actives 1.3% (n = 340,000); note: % is set by controls: 0 for no effect and ±100 for the full control effect
#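 10 nM enzyme + cpd, 15 min RT; start with substrate 50 nM final; read 0 min and after 10 min RT. Corrected, normalized data; 4-parameter Hill curve fit.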
# POLH inh = DNA polymerase eta (human) inhibition. Q9Y253. recombinant Pol eta, fluorescent DNA replication assay. Potency, µM (titrated, usually from 114 µM), without a hit: at the highest dose activity change, negative = inhibition, usual class: inhibitors. actives 1.2% (n = 390,000). AID 588591; note: % is set by controls: 0 for no effect and ±100 for the full control effect
#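 Fluorescent replication assay: 50 nM final substrate added after a 15 min room-temperature compound preincubation with 10 nM enzyme. Signal taken at 0 min and again at 10 min.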
# G9a block = inhibitors of human histone lysine methyltransferase G9a | Potency, µM (series often up to 102 µM), for the others: top-dose activity, negative = inhibition, usual class: inhibitors | Q96KQ7 | G9a H3K9 monomethylation, AlphaScreen, 2 h | actives 8.8% (n = 350,000); note: % is set by controls: 0 for no effect and ±100 for the full control effect; nearly all actives have a fitted effect of over 75% in size
#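 AlphaScreen detection with an anti-monomethyl H3K9 antibody quantified product after a 2 h room-temperature reaction containing 500 nM biotinylated H3K9 peptide, 20 µM SAM and 20 nM enzyme, which had been preincubated 15 min with compound.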
# Pol kappa inh = DNA polymerase kappa (human) inhibition | Q9UBT6 | purified Pol kappa, fluorescent DNA synthesis assay, 10 min | Potency, µM (doses to about 107 µM), for the others: at the highest dose activity, negative = inhibition, hits mostly inhibitors | actives 0.53% (n = 400,000) | AID 588579; note: % is set by controls: 0 for no effect and ±100 for the full control effect
#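 10 nM Pol kappa preincubated 15 min at room temperature with compounds, then reaction started with substrate at 50 nM final. Fluorescence read kinetically at 0 and 10 min; buffer-only wells served as negative control.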
# Pol iota inh = blocks human DNA polymerase iota activity | Q9UNA4 | Pol iota fluorescent replication assay, 10 min | Potency, µM (doses to about 115 µM), without a hit: at the highest dose activity, negative = inhibition, usual class: inhibitors | actives 1% (n = 390,000)
#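 Fluorescent replication assay read twice, at 0 min and 10 min after adding 50 nM (final) substrate. Enzyme (10 nM) and compounds were first incubated 15 min at room temperature; enzyme-free buffer wells were negative controls.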
# JMJD2A Tudor = blocks the human JMJD2A Tudor domain | O75164 | AlphaScreen JMJD2A-Tudor / H3K4me3 peptide binding | Potency, µM (series often up to 114 µM), without a hit: at the highest dose activity change, negative = inhibition, hits mostly inhibitors | actives 4.4% (n = 390,000); note: % is set by controls: 0 for no effect and ±100 for the full control effect; nearly all actives have a fitted effect of over 50% in size
# APEX1 inh = inhibitors of human APE1 endonuclease. Potency, µM (top dose mostly 65.8 µM), for inactives: at the highest dose activity change, negative = inhibition, actives largely listed as inhibitors. actives 0.35% (n = 350,000). recombinant APE1, TAMRA/BHQ-2 abasic DNA cleavage fluorescence. AID 2517. P27695;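 note: plate controls were vehicle for no effect and reference inhibitor for full effect; nearly all actives have a fitted effect of over 55% in size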
#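 Step 1: APE1 (0.75 nM) with compound, 15 min RT. Step 2: add 50 nM fluorophore/quencher THF duplex. Step 3: three fluorescence reads 60 s apart (525/598 nm); read 3 minus read 1 = reaction progress.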
# * hit, by the source's call; ? = inconclusive; . = no result given; [ ] = remark or other dose. Calls come from the whole dose curve; as a rule, active = well fitted curve in the direction sought with a large enough effect; inconclusive = small, poorly fitted or top-dose-only effect, or another doubt; inactive = no such curve, though single readings can be large; an effect the other way counts as inactive or inconclusive. Potency is the fitted concentration of half-maximal effect. A portion of the library (hit frequency here may not be typical).
SMILES,BLM helicase inh,BAZ2B inh,Pol beta inh,POLH inh,G9a block,Pol kappa inh,Pol iota inh,JMJD2A Tudor,APEX1 inh
CCc1ccc(NC(=O)c2ccc(CN3CC(=O)N4CCCCC4C3=O)cc2)cc1 (stereo not given),1.7%,-2.9%,-28.8%,3.1%,3.2%[59 µM],-10.8%,-11.8%,-21.5%,.
CCOC(=O)c1ccccc1Nc1cc(C)nc2nc(C)nn12,-6.2%,-1.3%,2.4%,-11.5%,-22.7%[59 µM],-2.5%,27.1%,-7.1%,0.7%
CC(=O)c1ccc(OCCCC(=O)NC2=NCCS2)cc1,0.1%,?,37.7%,-15.1%,-34.2%[59 µM],0.1%,22.6%,15.1%,2.2%
N=c1sccn1CC(=O)Nc1cccc(S(N)(=O)=O)c1,1.0%,17.4%,-6.4%,10.9%,.,-6.3%,3.5%,-3.1%,2.2%
CCCSC1=C(C#N)C2(CCCCC2)C(C#N)=C(N)N1,-10.0%,-17.2%,29.4%,-6.2%,-24.5%,-6.9%,54.8%[activator],-28.6%,-0.9%
Cc1nn(-c2ccc(F)cc2)c2sc(C(=O)N3CCCCCC3)cc12,-0.9%,8.2%,16.2%,-15.3%,-5.1%[12.7 µM],-5.8%,-1.7%,7.2%,2.1%
O=c1c2sc(-c3ccccc3)cc2nc2n1CCC2,-5.8%,-3.2%,17.4%,-12.4%,0.1%[59 µM],-5.6%,69.2%[activator],-13.0%,15.9%
O=C1NC(c2ccncc2)Nc2sc3c(c21)CCCC3 (stereo not given),-17.2%,-11.5%,20.7%,?,28.2µM*,-3.6%,86.3%[activator],-10.0%,9.0%
CCc1ccc(OCC(=O)O/N=C(\N)c2cccnc2)cc1,-4.2%,14.1%,-11.2%,-18.4%,65.9%[activator],2.7%,169.5%[activator],12.2%,-4.2%
COCOc1ccc(-c2cc(=O)c3c(O)cc(OCOC)cc3o2)cc1,.,.,.,-13.1%,.,20.0%,29.6%,-15.6%,.
COc1cccc(N2[C@@H](CC(=O)O)c3cc(C(F)(F)F)ccc3S2(=O)=O)c1,.,.,.,2.7%,.,-3.2%,-20.4%,-26.1%,.
O=C(c1ccc(Cl)cc1)c1ccccc1C(=O)N1CCOCC1,0.0%,10.1%,3.4%,9.6%,7.1%,-2.1%[60.1 µM],17.7%,-11.5%,2.2%
Cc1ccc(/C=C/C(=O)N2CCCN(C(=O)/C=C/c3ccc(C)cc3)CC2)cc1,0.7%,3.9%,1.4%,-12.5%,9.4%[59 µM],-16.2%,79.9%[activator],-18.2%,-2.5%
COc1ncc2nc(-c3cc(F)cc(F)c3)c(=O)n(C[C@H]3CCCO3)c2n1,2.1%,.,.,.,4.7%[12.7 µM],0.2%[60.1 µM],.,.,5.9%
Cc1ccc(Nc2nc3c(c(=O)[nH]2)CCCC3)cc1,-3.2%,12.3%,-0.6%,-8.9%,4.4%[59 µM],1.4%,-12.7%,-12.9%,8.8%
CCN(CC)CCn1c(NC(=O)c2ccc(Cl)cc2)nc2ccccc21,4.9%,-9.9%,-0.9%,-8.9%,-13.7%[12.7 µM],-1.0%,10.6%,-27.1%,1.4%
O=C(Nc1ccccc1N1CCOCC1)c1cccc(Oc2ccccc2)c1,-10.4%,7.8%,22.6%,-29.9%,16.5%,-6.7%,140.0%[activator],17.0%[57.1 µM],17.7%
COc1cc(CNCc2c(C(=O)O)c(C)n(Cc3cccc(Cl)c3)c2C)cc(OC)c1OC,-1.0%,5.1%,-0.4%,-15.8%,-1.6%[59 µM],-10.6%,-6.8%,-16.8%,.
CS(=O)(=O)N(CC(=O)O)Cc1cccc(CN(CC(=O)O)S(C)(=O)=O)c1,-0.6%,-15.7%,14.6%,0.9%,.,17.6%,6.3%,-5.7%,6.7%
CSCCCNC(=S)Nc1ccc(N2CCOCC2)cc1N1CCOCC1,-5.5%,?,57.9%[activator],-2.1%,-46.7%,-1.3%,22.2%,-6.9%,26.4%
CCOC(=O)C1=C(C)N(c2ccccc2)C(=O)/C1=C\c1ccc(O)c(OC)c1,-1.1%,?,-0.6%,23.9%,3.16µM*,-5.5%,?,5.01µM*,-2.6%
Cc1cnc(C)c(N2CCN(Cc3cn(C)nc3-c3cccc(Cl)c3)CC2)n1,-3.1%,-27.3%,38.7%,-17.1%,-35.8%,0.3%[60.1 µM],9.5%,-29.8%,1.7%
COc1ccccc1CNC(=O)C(NC(=O)C1CCCCC1)C(C)C (stereo not given),.,.,.,-9.9%,.,-13.0%,-7.4%,-12.6%,.
Cc1cc([N+](=O)[O-])nn1CCC(=O)NC1CCCCCC1,0.0%,8.4%,2.4%,-19.0%,18.0%[59 µM],-5.9%,-9.6%,-23.2%,14.0%
Cc1ccc(C)c(C(=O)CN2C(=O)c3ccccc3S2(=O)=O)c1,-2.2%,5.6%,1.4%,-11.6%,24.9%[0.501 µM],-8.6%,-2.2%,7.5%,-3.1%
CCn1c(=O)c2ccccc2n(Cc2ccc([N+](=O)[O-])cc2)c1=O,-9.3%,-11.5%,0.0%,-1.5%,0.8%,-11.0%,-11.6%,-23.5%,-13.8%
CCN(C[C@H]1N[C@@](C)(C(=O)OC)[C@H]2C(=O)N(C)C(=O)[C@@H]12)C(=O)Nc1ccc(Cl)cc1,.,.,.,-11.8%,.,-3.0%,2.4%,-19.2%,51.2%[activator]
COc1ccc(Nc2ncnc3c2c(C)c(C)n3CCCN(C)C)cc1,5.2%,-12.4%,12.7%,-21.1%,-18.2%,?,?,?,-10.1%
CCc1ccc(N2CC(C(=O)OC)CC2=O)cc1 (stereo not given),-1.6%,-19.8%,-15.1%,2.4%,1.4%,-9.3%,85.4%[activator],-0.8%,0.6%
C#CCOCCOCCOCCNc1nc(N2CCN(C(=O)[C@H](CCCCN)n3cc([C@@H](N)C(C)CC)nn3)CC2)nc(N2CCN(C(=O)[C@H](Cc3cc4ccccc4[nH]3)n3cc([C@@H](N)C(C)CC)nn3)CC2)n1 (stereo not given in full),.,.,.,-16.6%,.,-1.4%,?,50.1µM*,1.1%

# Ordered by value in BLM helicase inh (falling): 5 from the list above.
Structure | BLM helicase inh | BAZ2B inh | POLH inh | G9a block | Pol kappa inh | Pol iota inh | JMJD2A Tudor | APEX1 inh
COc1ccc(Nc2ncnc3c2c(C)c(C)n3CCCN(C)C)cc1 | 5.2% | -12.4% | -21.1% | -18.2% | ? | ? | ? | -10.1%
CC(=O)c1ccc(OCCCC(=O)NC2=NCCS2)cc1 | 0.1% | ? | -15.1% | -34.2%[59 µM] | 0.1% | 22.6% | 15.1% | 2.2%
CS(=O)(=O)N(CC(=O)O)Cc1cccc(CN(CC(=O)O)S(C)(=O)=O)c1 | -0.6% | -15.7% | 0.9% | . | 17.6% | 6.3% | -5.7% | 6.7%
COc1cc(CNCc2c(C(=O)O)c(C)n(Cc3cccc(Cl)c3)c2C)cc(OC)c1OC | -1.0% | 5.1% | -15.8% | -1.6%[59 µM] | -10.6% | -6.8% | -16.8% | .
CCOC(=O)c1ccccc1Nc1cc(C)nc2nc(C)nn12 | -6.2% | -1.3% | -11.5% | -22.7%[59 µM] | -2.5% | 27.1% | -7.1% | 0.7%

# (continued)
SMILES,BLM helicase inh,BAZ2B inh,Pol beta inh,POLH inh,G9a block,Pol kappa inh,Pol iota inh,JMJD2A Tudor,APEX1 inh
COc1ccc(/C(O)=C2/C(=O)C(=O)N(c3ccccn3)C2c2ccc(F)cc2)cc1 (stereo not given),-2.6%,-31.0%,100.1%,-8.3%,-14.0%,0.7%,20.7%,-16.3%,18.6%
O=[N+]([O-])c1ccccc1Nc1cccnc1,.,-34.6%,.,-1.5%,3.8%[12.7 µM],6.5%,7.0%,-25.9%,-0.8%
COc1ccc(C(=O)NC2CCCc3ccccc32)c(OC)c1OC (stereo not given),-3.3%,7.1%,26.3%,-18.4%,10.6%,6.3%,88.8%[activator],6.7%,24.8%
CN(Cc1ccccc1)C(=O)c1ncn(Cc2ccccc2)c1C(=O)N(C)Cc1ccccc1,.,6.9%,.,-0.6%,0.8%[0.501 µM],-5.8%,30.4%[activator],-20.0%,-8.9%
CSc1nnc2c3c4c(sc3nc(-n3nc(C)cc3C)n12)COC(C)(C)C4,-4.6%,15.8%,1.9%,-7.6%,-4.1%,-4.7%,6.5%,-31.5%[11.4 µM],-2.2%
OCCCC1CCCN(Cc2cn[nH]c2-c2ccc(F)cc2F)C1 (stereo not given),2.1%,2.6%,57.6%,5.3%,.,-11.7%,-29.3%,-11.3%,8.7%
c1ccc2c(c1)Cn1nnnc1-2,-3.1%,3.9%,12.2%,2.3%,1.7%,-9.7%,15.7%,-0.6%,0.7%
Cc1ccc(-c2nc3ccc(Cl)cc3n2OC(C)C(=O)O)cc1 (stereo not given),2.3%,-27.8%,12.4%,-16.5%,-28.9%,8.3%,-10.7%,12.0%,1.9%
Cc1ccc(-c2cc(C(=O)N3N=C(C(F)F)CC3(O)C(F)F)c3ccccc3n2)cc1C (stereo not given),-17.8%,-1.6%,-0.1%,-12.7%,-14.4%[59 µM],0.0%,7.8%,-28.2%,7.4%
O=C(c1ccccc1Cl)N(Cc1ccccc1F)N1C(=O)CCCC1=O,0.6%,-11.1%,22.1%,-21.4%,-7.8%,9.2%,-0.4%,1.8%,-10.1%
COC(=O)C1CCN(S(=O)(=O)Cc2ccccc2Cl)CC1,1.9%,11.9%,0.0%,9.9%,23.9%[59 µM],-0.2%,12.4%,-5.9%,18.3%
CCOc1cccc(-c2nc3c(s2)CCc2onc(-c4cccc([N+](=O)[O-])c4)c2-3)c1,.,-6.8%,.,-2.4%,17.7%[2.33 µM],8.0%,38.4%[activator],-20.4%,-0.8%
O=C(c1csc2ccccc12)N1CCCCCC1,-2.5%,.,2.9%,-17.9%,-14.1%[59 µM],-9.3%,?,-9.9%,-1.1%
NS(=O)(=O)c1ccc(NC(=S)N2CCN(C(=O)C3CCCO3)CC2)cc1 (stereo not given),-6.6%,-5.6%,-24.1%,-7.4%,15.5%,7.7%,23.9%,9.9%,-4.7%

# A different layout for part of the listing above:
Structure	BLM helicase inh	BAZ2B inh	Pol beta inh	POLH inh	G9a block	Pol kappa inh	Pol iota inh	JMJD2A Tudor	APEX1 inh
CN(Cc1ccccc1)C(=O)c1ncn(Cc2ccccc2)c1C(=O)N(C)Cc1ccccc1	.	6.9%	.	-0.6%	0.8%[0.501 µM]	-5.8%	30.4%[activator]	-20.0%	-8.9%
CSc1nnc2c3c4c(sc3nc(-n3nc(C)cc3C)n12)COC(C)(C)C4	-4.6%	15.8%	1.9%	-7.6%	-4.1%	-4.7%	6.5%	-31.5%[11.4 µM]	-2.2%

# Screens deposited in PubChem BioAssay by National Center for Advancing Translational Sciences (NCATS).
